# Source: PubChem (The Scripps Research Institute Molecular Screening Center)
# DDE Tn6 FP inh: inhibitors of Tn6 peptide binding to human fibrin DD(E); AID 720509; P02675; 370,000 compounds, 0.21% hits; Fibrin DD(E) TRITC-Tn6 fluorescence polarization displacement; inhibition, % at 8.3 µM;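 active = inhibition above a per-campaign cutoff: mean of compounds within control limits plus 3 SD, cut at about 15% in these data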;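 note: 0% = median of all compound wells on the plate and 100% = blocking peptide control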
# MBD2 DNA inh: inhibitors of human MBD2 binding to methylated oligonucleotide; TR-FRET; inhibition, % at 4.4 µM; 370,000 compounds, 0.31% hits; AID 686964; in the data active = inhibition above about 13%
# UHRF1 MBD2 ctr: blocks human UHRF1 binding to methylated DNA. inhibition, % at 4.4 µM. UHRF1 binding to methylated oligo, TR-FRET. 370,000 compounds, 0.75% hits; in the data active = inhibition above about 21%;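 note: UHRF1 SRA domain binding a hemimethylated CpG hairpin DNA probe; 0% = median of test compound wells and 100% = reference inhibitor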
# TCR CD3 inh: inhibitors of human TCR-CD3 interaction; TAMRA-labeled TCR probe fluorescence, biochemical; inhibition, % at 9.4 µM; 360,000 compounds, 0.37% hits; in the data active = inhibition above about 19%;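 note: recombinant mutant TCR 2C K166C tagged with TAMRA read by polarization; 0% = receptor in buffer alone and 100% = receptor with positive control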
# Tn7 DDE FP: DD(E)-Tn7 binding inhibition, primary FP screen | inhibition, % at 8.3 µM | 370,000 compounds, 0.13% hits | FP displacement of FITC-Tn7 peptide from fibrin DD(E); 0% = median of compound wells per plate | P02675;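 active = inhibition above the mean of compounds falling within the control limits plus 3 SD of them, cut at about 14% in these data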;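 note: 0% = plate median of compound wells and 100% = 10 µM Aha-Tn7 peptide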
#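 Assay system: Fibrin-DD(E) protein isolated from polymerized human fibrin clots; read-out basis: percent inhibition; medium: Tris/NaCl/CaCl2 buffer, pH 7.8; signal: FP measurement; incubation: 10 min plus 3 h, room temperature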
# LEDGF integ inh: blocks HIV-1 LEDGF/p75-dependent DNA integration; TR-FRET IN-LEDGF/p75 DNA integration, Eu/Cy5; 370,000 compounds, 0.64% hits; inhibition, % at 3.7 µM;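 active = inhibition above the screen-wide mean plus 3 SD, cut at about 13% in these data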;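 note: signal is the Cy5 over europium emission ratio at 671 and 618 nm; 0% = plate median of compound wells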
# TDP2 inh: blocks human TDP2 phosphodiesterase activity. O95551. inhibition, % at 12.8 µM. 370,000 compounds, 0.34% hits. recombinant TDP2, T5PNP hydrolysis, p-nitrophenol absorbance 415 nm;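 active = inhibition above the mean of all tested compounds plus 3 SD, set per campaign, cut at about 25% in these data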;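 note: 0% = DMSO with enzyme and 100% = buffer with substrate but no TDP2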
#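 Material: recombinant human TDP2; quantity: TDP2 enzyme at 120 nM final; medium: Tris-HCl pH 7.5 with MgCl2; compound: single concentration, 12.8 µM nominal, with 1% DMSO; incubation: 2 h enzyme incubation at 37 °C; signal: epi absorbance; measure: percent inhibition; benchmarks: high control without enzyme, low control DMSO plus TDP2; repeats: singlicate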
# SIAE primary: human SIAE inhibition, primary screen. Q9HAT2. SIAE FP-Rh probe binding, fluorescence polarization. inhibition, % at 9.66 µM. 370,000 compounds, 0.69% hits. AID 1053197;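 active = inhibition above a cutoff: mean of compounds within the control limits plus 3 SD of those, cut at about 17% in these data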;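 note: 0% = plate median of compound wells and 100% = probe without SIAE protein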
# Target sequence (Q9HAT2 whole entry, looked up): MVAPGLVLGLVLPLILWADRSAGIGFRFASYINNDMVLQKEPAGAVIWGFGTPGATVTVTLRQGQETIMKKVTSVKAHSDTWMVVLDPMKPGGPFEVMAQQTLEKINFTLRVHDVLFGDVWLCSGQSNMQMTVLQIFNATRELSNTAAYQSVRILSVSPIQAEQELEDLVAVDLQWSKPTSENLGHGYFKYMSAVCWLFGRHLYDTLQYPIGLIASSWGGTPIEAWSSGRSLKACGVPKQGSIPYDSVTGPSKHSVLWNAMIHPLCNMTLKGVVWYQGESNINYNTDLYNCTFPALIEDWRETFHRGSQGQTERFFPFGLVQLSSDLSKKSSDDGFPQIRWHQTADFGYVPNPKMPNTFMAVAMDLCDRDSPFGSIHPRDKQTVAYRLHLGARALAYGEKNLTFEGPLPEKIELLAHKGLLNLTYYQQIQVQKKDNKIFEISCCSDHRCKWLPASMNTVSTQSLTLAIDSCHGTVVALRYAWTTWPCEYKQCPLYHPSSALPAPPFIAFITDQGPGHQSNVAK
# PRMT1 FP inh: PRMT1 (human) inhibition, primary screen | recombinant PRMT1, activity-based probe fluorescence polarization | inhibition, % at 2.79 µM | 370,000 compounds, 1.3% hits | AID 652257;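 active = inhibition above about 21% made by adding two undisclosed values, limit read from the data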
# KLK7 zymogen act: activates the human kallikrein-7 zymogen. P49862. 370,000 compounds, 0.9% hits. purified proKLK7, EDANS-DABCYL substrate fluorescence; 100% is mature enzyme control, 0% vehicle. activation, % at 7 µM;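 active = activation above the mean of all tested compounds plus 3 SD, computed per campaign excluding outliers beyond control limits, cut at about 13% in these data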
# Target sequence (P49862 whole entry, looked up): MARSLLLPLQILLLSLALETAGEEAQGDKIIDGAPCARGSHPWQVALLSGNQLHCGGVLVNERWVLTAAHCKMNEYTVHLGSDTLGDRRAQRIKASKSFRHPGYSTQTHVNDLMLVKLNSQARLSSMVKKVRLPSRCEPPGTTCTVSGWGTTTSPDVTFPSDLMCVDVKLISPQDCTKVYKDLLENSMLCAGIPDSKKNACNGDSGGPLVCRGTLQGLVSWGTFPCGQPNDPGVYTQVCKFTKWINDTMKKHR
# An asterisk follows results filed as active; · = not tested or not shown; & = joins results of further samples.
SIAE primary	TCR CD3 inh	MBD2 DNA inh	PRMT1 FP inh	KLK7 zymogen act	DDE Tn6 FP inh	LEDGF integ inh	UHRF1 MBD2 ctr	TDP2 inh	Tn7 DDE FP	compound
0	-4	-4	27*	2.3	-2	26*	7	59*	3	Oc1c(C=Nc2cccc3nsnc23)ccc2ccccc12
4	0	-3	-4	0.7	-7	1	3	8	3	CCCNC(=O)C(Cc1ccccc1F)NC(=O)c1ccc(C#N)cc1 (stereo unspecified)
-4	5	1	-3	0.4	2	-1	0	4	2	O=S(=O)(/N=C(\c1ccc(F)cc1)N1CCOCC1)c1ccccc1
-4	2	0	-3	-0.1	7	3	-1	-8	3	COc1ccc(OC)c(CC(NC(C)=O)C(=O)NC2CCN(c3nc(OC)nc(OC)n3)CC2)c1 (stereo unspecified)
1	4	6	0	0.7	1	-1	0	4	2	COc1ccc(N(CC(=O)Nc2ccc(S(=O)(=O)N3CCCC3)cc2)S(C)(=O)=O)cc1OC
-1	6	-4	-1	0.7	4	7	3	6	-8	CC(=O)N1CSCC1C(=O)NNS(=O)(=O)c1cccc(C(F)(F)F)c1 (stereo unspecified)
-10	8	-1	-1	-0.2	5	4	0	-27	-3	Cc1cc(NC(=O)CCCn2nc([N+](=O)[O-])c(Cl)c2C)no1
-7	6	-3	-2	-0.2	-11	4	-1	-4	1	O=C(Nc1cccc(F)c1)c1ccc(S(=O)(=O)NCC2CCCO2)cc1 (stereo unspecified)
-5	0	6	11	-0.2	-3	0	-1	-4	7	CCOC1=C2CN(S(=O)(=O)c3ccc(C)cc3)CC[C@@H]2N(S(=O)(=O)c2ccc(C)cc2)[C@H](c2ccccc2)C1
3	-7	-6	10	-0.7	4	2	0	-9	1	O=C1ON=C(c2ccccc2)/C1=C/c1ccc(O)c(O)c1
-2	0	3	8	0.4	-1	17*	16	19	-4	COc1cccc(=O)c2c(C)n(-c3ccc(C(=O)O)cc3)c(C)c12
1	-5	0	2	0.0	0	37*	-1	4	2	O=C(CSc1nc2ccccc2[nH]1)NC1CCS(=O)(=O)C1 (stereo unspecified)
-1	-7	-1	1	-0.3	2	1	1	-3	4	CC(C)CC1NC(=O)c2ccc(Cl)cc2-n2c1nc1ccc(Cl)cc1c2=O (stereo unspecified)
-4	1	1	-3	0.3	5	1	1	8	8	COc1ccc(CCNS(=O)(=O)CCNC(=O)c2ccc3c(c2)OCO3)cc1OC
3	4	4	0	-0.5	2	1	-1	-13	-3	CCCCCCCOC(=O)C[N+](C)(C)CCOC1CC2CCC1(C)C2(C)C (stereo unspecified)
-6	6	-7	-2	-1.1	-4	1	3	-15	7	CCC(C)Nc1nc2c(c(=O)[nH]c(=O)n2C)n1CCC(C)C (stereo unspecified)

# Ordered by count of non-hydrogen atoms (falling): ten of the compounds above
SIAE primary	TCR CD3 inh	MBD2 DNA inh	PRMT1 FP inh	KLK7 zymogen act	DDE Tn6 FP inh	LEDGF integ inh	UHRF1 MBD2 ctr	TDP2 inh	Tn7 DDE FP	compound
-5	0	6	11	-0.2	-3	0	-1	-4	7	CCOC1=C2CN(S(=O)(=O)c3ccc(C)cc3)CC[C@@H]2N(S(=O)(=O)c2ccc(C)cc2)[C@H](c2ccccc2)C1
-4	2	0	-3	-0.1	7	3	-1	-8	3	COc1ccc(OC)c(CC(NC(C)=O)C(=O)NC2CCN(c3nc(OC)nc(OC)n3)CC2)c1 (stereo unspecified)
1	4	6	0	0.7	1	-1	0	4	2	COc1ccc(N(CC(=O)Nc2ccc(S(=O)(=O)N3CCCC3)cc2)S(C)(=O)=O)cc1OC
-4	1	1	-3	0.3	5	1	1	8	8	COc1ccc(CCNS(=O)(=O)CCNC(=O)c2ccc3c(c2)OCO3)cc1OC
3	4	4	0	-0.5	2	1	-1	-13	-3	CCCCCCCOC(=O)C[N+](C)(C)CCOC1CC2CCC1(C)C2(C)C (stereo unspecified)
4	0	-3	-4	0.7	-7	1	3	8	3	CCCNC(=O)C(Cc1ccccc1F)NC(=O)c1ccc(C#N)cc1 (stereo unspecified)
-1	6	-4	-1	0.7	4	7	3	6	-8	CC(=O)N1CSCC1C(=O)NNS(=O)(=O)c1cccc(C(F)(F)F)c1 (stereo unspecified)
-4	5	1	-3	0.4	2	-1	0	4	2	O=S(=O)(/N=C(\c1ccc(F)cc1)N1CCOCC1)c1ccccc1
-6	6	-7	-2	-1.1	-4	1	3	-15	7	CCC(C)Nc1nc2c(c(=O)[nH]c(=O)n2C)n1CCC(C)C (stereo unspecified)
3	-7	-6	10	-0.7	4	2	0	-9	1	O=C1ON=C(c2ccccc2)/C1=C/c1ccc(O)c(O)c1

# (list continues)
SIAE primary	TCR CD3 inh	MBD2 DNA inh	PRMT1 FP inh	KLK7 zymogen act	DDE Tn6 FP inh	LEDGF integ inh	UHRF1 MBD2 ctr	TDP2 inh	Tn7 DDE FP	compound
-5	-7	-7	4	0.0	-8	-4	-2	0	3	O=[N+]([O-])c1ccc2c(c1)S(=O)c1ccccc1-2 (stereo unspecified)
-1	0	11	1	-0.1	3	0	6	3	-1	C/C(=N\NC(=O)OC(C)(C)C)c1ccc[nH]1
1&6	2&7	1&-3	0&-6	0.2&-0.3	-7&-6	-2&2	0&0	-10&2	-2&1	NS(=O)(=O)Cc1noc2ccccc12
-3	-1	1	-1	-3.6	9	-1	3	2	-2	O=C(NCCCN1CCCC1)Nc1cccc2ccccc12
-2	-1	-4	3	0.5	-1	1	1	-10	-2	COc1ccc(OC)c(-c2cc(C(=O)Nc3c(C)nn(Cc4ccccc4)c3C)no2)c1
1	·	-3	-1	-0.1	2	-3	0	-7	3	COC(=O)[C@]12C[C@H](CC(=O)NCc3ccc(OC)c(OC)c3)C(=O)N(Cc3ccccc3)C1=C[C@H](COCc1ccccc1)O[C@@H]2C
0	10	-5	1	0.8	8	-1	-1	2	-10	COc1ccc(OC2CCN(S(=O)(=O)c3ccc(C(C)=O)cc3)CC2)cc1
-1	-3	4	1	-0.1	12	-3	1	0	6	Cc1ccc(NC(=O)CN2CCOCC2)cc1Cl
-1	0	-1	3	0.0	-3	1	1	-2	-6	O=C(CCc1nc2ccccc2c(=O)[nH]1)N1CCN(c2ccccc2Cl)CC1
4	5	0	-1	0.0	4	-1	-1	11	6	Cc1ccc(N2CC(C(=O)N3CCc4ccccc43)CC2=O)cc1 (stereo unspecified)
2	4	0	1	0.2	-4	1	-2	0	2	Cc1ccc2ncnc(NCCCCCC(=O)O)c2c1
3	2	5	0	0.2	6	-2	-3	7	-3	CC(=O)Nc1ccc(S(=O)(=O)Nc2ccccc2C(=O)N2CCCCCC2)cc1
-1	2	-3	-6	1.6	1	1	1	1	-6	CC(C)N(C(=O)[C@H]1CC(CC(=O)NCCc2ccccn2)C(=O)N2CCc3c([nH]c4ccccc34)[C@]12C)C(C)C (stereo partly specified)
5	-5	0	9	0.2	0	-8	-1	-2	-1	Cc1ccccc1C(=O)Nc1ccc(N2CCN(C(=O)c3ccco3)CC2)cc1
-1	3	1	-3	-0.1	1	-1	-4	-13	2	COc1ccc(N2CCN(C(=O)C(=O)c3cn(CC(=O)N4CCOCC4)c4ccccc34)CC2)cc1
2	-1	1	-1	0.2	-3	2	-1	-6	1	COCCn1c(Cc2ccccc2)nnc1SC(C)C(=O)NC1CC1 (stereo unspecified)
3	-9	-2	1	0.9	-3	0	-3	-5	-5	Cc1[nH]n(-c2ccccc2)c(=O)c1C1(C(F)(F)F)C(=O)N(c2ccccc2)C2=C1C(=O)CC(C)(C)C2 (stereo unspecified)
-8	-4	1	0	0.5	1	2	-2	1	4	O=C(CCSCCC(=O)NN=Cc1ccccc1)NN=Cc1ccccc1
2	5	-3	-1	0.3	5	-2	-1	6	0	O=C(CCCOc1ccccc1)N1CCN(C(=O)c2ccco2)CC1
0	1	-3	-1	0.4	2	-1	0	0	-8	CSc1ncc(F)c(N(CCO)CCO)n1
6	-5	2	4	0.0	4	-1	4	-2	2	CCOc1cc(N2CCOCC2)c(OCC)cc1NC(=O)COC(=O)CCOc1ccc(C(C)(C)C)cc1
-5	-2	5	1	1.0	-1	2	-8	-3	-1	CC(=O)c1c(O)cc2n(c1=O)-c1ccc(Cl)cc1C2(C)C
-45	0	2	1	0.5	-7	0	0	1	-1	O=C(N/N=C/c1cn(-c2ccccc2)nc1-c1ccc(F)cc1)c1ccc(Br)o1
-3	3	6	-1	-0.4	3	1	0	-2	3	Cc1ccc(-c2nn(C)c(=O)c3ccccc23)cc1S(=O)(=O)NCCN1CCOCC1
-87	0	1	-5	-0.5	0	16*	2	-14	-4	COc1ccc(NC(=O)CCCn2cnc3ccccc3c2=O)c(OC)c1
2	-3	4	4	-0.7	6	-4	16	2	2	CCc1cccc(CC)c1NC(=O)c1ccccc1
5	2	1	-4	-0.1	-4	-5	-2	-4	1	CCCCOc1ccc(N=Nc2ccc(N)nc2N)cn1
-7	-4	5	3	0.7	-5	2	5	-3	3	Cc1ncc(C[n+]2csc(C)c2C)c(N)n1
-1	-14	-5	-2	0.3	2	4	2	-23	-1	CCNS(=O)(=O)c1ccc(C(=O)OCC(=O)N2CCCc3ccccc32)cc1
5	2	-1	1	0.7	1	1	1	5	2	Cc1ccnc2nc(C(=O)OCC(=O)NC(=O)NCc3ccco3)nn12
3	-2	-2	2	-0.6	1	0	-1	10	4	CCS(=O)(=O)c1nc(S(=O)(=O)c2ccc(Cl)cc2)c(NCCCN2CCCC2=O)s1
9	-9	9	-1	0.9	-1	-3	1	-16	2	COc1cccc(/C=C/C(=O)N2CCN(c3n[nH]c(=O)[nH]c3=O)CC2)c1OC
0	-2	-2	3	-0.3	9	2	-1	-2	3	Nn1c(SCC(=O)Nc2nccs2)nnc1-c1cccnc1
3	0	7	6	-0.2	2	-1	0	2	1	O=C(O)c1ccc(Cl)c(NC(=O)C2CCN(S(=O)(=O)c3ccc4c(c3)OCCO4)CC2)c1
-7	4	-3	-3	0.6	-2	0	0	3	2	COc1cccc(N2C(=O)CN(Cc3cc(OC)c(OC)c(OC)c3)C2=S)c1
3	0	8	4	-0.2	0	-5	2	-5	2	COc1ccc(CCNC(=O)/C=C\c2ccccc2)cc1OC
0	4	5	-3	0.1	3	5	18	1	2	C[C@@H]1CN([C@@H](C)CO)C(=O)CCCn2nncc2CO[C@H]1CN(C)Cc1ccc(Oc2ccccc2)cc1
